M5 ag: agonists of human muscarinic M5 receptor (CHRM5); activation, % at 3 µM; P08912; hit rate 0.19% among 360,000; AID 624037; CHO-K1 hM5 cells, Fluo-8 calcium fluorescence; 0% DMSO wells, 100% maximal acetylcholine response;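 active = activation above the run's mean over test compounds plus 3 SD, cut at about 23% in these data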;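 also: signal is peak over basal fluorescence ratio across the kinetic read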
Target sequence (P08912 whole entry, looked up): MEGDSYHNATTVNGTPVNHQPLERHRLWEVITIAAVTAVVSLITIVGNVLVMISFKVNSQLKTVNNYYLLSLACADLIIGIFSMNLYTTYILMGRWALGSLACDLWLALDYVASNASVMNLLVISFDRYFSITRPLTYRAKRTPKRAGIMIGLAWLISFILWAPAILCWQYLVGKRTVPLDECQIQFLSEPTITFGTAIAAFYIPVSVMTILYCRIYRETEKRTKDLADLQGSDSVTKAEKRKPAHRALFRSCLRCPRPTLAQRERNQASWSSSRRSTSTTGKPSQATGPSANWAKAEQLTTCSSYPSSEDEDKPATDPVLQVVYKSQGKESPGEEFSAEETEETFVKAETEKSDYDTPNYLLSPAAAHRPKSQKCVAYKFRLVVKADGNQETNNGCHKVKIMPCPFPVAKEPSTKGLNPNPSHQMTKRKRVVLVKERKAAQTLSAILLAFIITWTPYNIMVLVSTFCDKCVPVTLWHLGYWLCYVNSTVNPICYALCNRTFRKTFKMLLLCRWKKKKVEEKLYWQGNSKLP
CHO-K1 Ca PAM: M1 PAM counterscreen hit in parental CHO-K1 cells; ATP EC20, Fluo-8 calcium fluorescence; 0% at ATP EC20, 100% at ATP max; activation, % at 3 µM; hit rate 0.02% among 360,000;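 active = activation above the run cutoff, the mean activation of all test compounds plus 3 SD, cut at about 40% in these data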;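 also: peak over basal fluorescence ratio in a 140 s read after ATP addition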
CRFBP-R2 agonist: CRF-BP/CRF-R2 complex agonism. hit rate 0.46% among 350,000. activation, % at 13.2 µM. HEK293 CRF-R2/CRF-BP, calcium dye fluorescence (FLIPR); percent of saturating CRF peptide response;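 active = activation of at least 50%, plus an integration ratio under a set limit after plate pattern correction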;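 also: plate controls were neutral control wells without compound for no effect and CRF at EC100 for full effect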
TAAR1 antag: antagonists of human TAAR1; Q96RJ0; CHO RD-HGA16 TAAR1, Fluo-8 calcium fluorescence, antagonist; inhibition, % at 3 µM; hit rate 1.5% among 360,000;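 active = inhibition above a per-plate cutoff, the mean inhibition of test compounds on that plate plus 3 SD, cut at about 49% in these data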;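 also: 0% = DMSO plus EC80 beta-PEA response and 100% = DMSO alone without agonist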
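Test system: RD-HGA16 CHO cells with stable hTAAR1 and Gα16 / Probe or stimulus: EC80 β-phenethylamine stimulus / Times: seeding 17-24 h prior, 75-min 37 °C, 30-min RT dye loading / Detection: Fluo-8 calcium-sensitive fluorescence / Read-out basis: % inhibition scaled between DMSO and EC80 PEA controls / Repeats: singlicate, one well per test compound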
CHRM5 PAM: positive allosteric modulators of human muscarinic M5 receptor. activation, % at 3 µM. CHO-K1 hM5, Fluo-8 calcium, ACh EC20 PAM; 0% = ACh EC20, 100% = ACh EC100. hit rate 0.3% among 360,000. P08912. AID 624038;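 active = activation above the run cutoff, the mean activation of all test compounds plus 3 SD, cut at about 18% in these data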
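System: CHO-K1 cell line with stable human muscarinic M5 receptor expression | Also added: EC20 acetylcholine as agonist stimulus | Compound: One concentration, 3 µM final (nominal) | Timing: Fluo-8 loading 80 min at 37 °C plus 30 min room temperature | Measured by: Fluo-8 calcium dye fluorescence, kinetic read | Read-out basis: % activation, ACh-normalized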
CHRM5 antagonist: CHRM5 antagonism in calcium assay; hit rate 0.59% among 360,000; P08912; inhibition, % at 3 µM; CHO-hM5 cells, Fluo-8 calcium fluorescence, ACh EC80; AID 624040;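 active = inhibition above a per-plate cutoff, the mean of that plate's test compounds plus 3 SD, cut at about 27% in these data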;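 also: 0% = acetylcholine EC80 with DMSO and 100% = DMSO without agonist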
TAAR1 ag: agonists of human TAAR1; CHO RD-HGA16 TAAR1, Fluo-8 calcium fluorescence; vehicle wells 0%, saturating PEA agonist 100%; activation, % at 3 µM; hit rate 0.99% among 360,000;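 active = activation above the mean activation of all test compounds in the run plus 3 SD, cut at about 38% in these data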
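Test system: RD-HGA16 (CHO) cells co-expressing Gα16 and hTAAR1; dosing: one-point dosing at 3 µM (nominal); timing: 17-24 h seeding, 75 min 37 °C dye, 30 min RT; signal: kinetic Fluo-8 calcium fluorescence; read-out basis: % activation relative to PEA EC100 response; controls: DMSO and PEA EC100; replicates: n 1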
CRFBP-R2 block: CRF-BP/CRF-R2 complex antagonism; AID 588475; inhibition, % at 11.8 µM; HEK293 CRF-R2/CRF-BP, CRF-induced calcium fluorescence; hit rate 0.59% among 350,000;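 active = inhibition of the ligand-induced calcium signal above about 50% at the single tested concentration, limit read from the data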
CHRM4 PAM: positive allosteric modulators of human muscarinic M4 receptor | P08173 | CHO-K1 hM4/Gqi5, Fluo-8 calcium fluorescence, ACh EC20; 0% = ACh EC20, 100% = maximal ACh | activation, % at 3 µM | hit rate 0.4% among 360,000;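 active = activation above its plate's cutoff, the mean activation of sample wells plus 3 SD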; also: some results filed as inactive read as strong as hits
Target sequence (P08173 whole entry, looked up): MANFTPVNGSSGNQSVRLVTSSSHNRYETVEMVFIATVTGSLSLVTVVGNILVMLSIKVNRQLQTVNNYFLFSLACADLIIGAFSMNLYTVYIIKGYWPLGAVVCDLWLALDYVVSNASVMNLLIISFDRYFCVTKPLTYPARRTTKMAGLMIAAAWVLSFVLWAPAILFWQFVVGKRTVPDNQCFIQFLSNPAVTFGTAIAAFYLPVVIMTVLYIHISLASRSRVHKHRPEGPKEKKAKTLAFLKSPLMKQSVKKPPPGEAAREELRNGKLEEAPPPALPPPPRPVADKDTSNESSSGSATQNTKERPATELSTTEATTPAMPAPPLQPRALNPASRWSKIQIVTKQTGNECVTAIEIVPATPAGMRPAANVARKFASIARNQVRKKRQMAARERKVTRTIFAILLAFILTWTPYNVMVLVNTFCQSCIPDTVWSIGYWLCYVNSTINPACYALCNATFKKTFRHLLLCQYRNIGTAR
The depositor's hits bear a star; . = not tested or not shown.

Every second line gives: M5 ag | CHO-K1 Ca PAM | CRFBP-R2 agonist | TAAR1 antag | CHRM5 PAM | CHRM5 antagonist | TAAR1 ag | CRFBP-R2 block | CHRM4 PAM
- Cc1ccc(C(=O)N(Cc2nnc(-c3ccccc3Cl)o2)C2CC2)o1
  0 | 10 | -2.0 | -7 | -1 | 0 | 4 | -23 | 4
- Cc1ccc2cc(C)c(SCC(=O)NCc3ccco3)nc2c1
  -6 | 6 | 0.1 | -15 | -7 | 11 | 1 | -8 | 3
- C=CCNC(=O)COC(=O)c1cc(S(=O)(=O)N2CCOCC2)ccc1N1CCCCC1
  -4 | 7 | -1.6 | -9 | 2 | 4 | 8 | 3 | 8
- O=C(CSc1ccccc1F)Nc1ccc(N2CCOCC2)cc1
  0 | -4 | -1.0 | -16 | -8 | 11 | 7 | -3 | 16
- O=C(Nc1ccc(C(F)(F)F)cc1)N1CCN(C(=O)c2ccco2)CC1
  -5 | -5 | 0.3 | -37 | -1 | 3 | 8 | -3 | 8
- O=C(Nc1ccon1)c1ccc(Br)s1
  -1 | 9 | 2.1 | -4 | -1 | 12 | 5 | -10 | 9
- Cc1ccc(S(C)(=O)=NC(=O)NC(=O)c2c(F)cccc2Cl)cc1 (stereo not drawn)
  -1 | -11 | -2.8 | 1 | 1 | 1 | 12 | 1 | 0
- O=C(O)COCC(=O)Nc1ccc2c(c1)ncn2CCc1ccccc1
  -4 | 15 | 1.9 | 3 | 8 | 11 | 0 | -5 | 1
- CCOC(=O)c1nnc(-c2ccccc2)nc1Sc1ccccc1Cl
  0 | 5 | 1.0 | 9 | -2 | 29* | 7 | 0 | 1
- Cc1ccc(S(=O)(=O)NCCC(=O)NCCSc2ccc(Br)cc2)cc1
  -6 | 15 | 0.2 | -8 | 0 | 1 | -3 | 9 | 3
- COc1ccccc1NC(=O)N1CCN(c2ncccn2)CC1
  1 | 15 | -1.1 | 9 | -1 | 2 | 0 | -5 | -4
- Cc1ccc(OCCNC(=O)c2ccccc2SCC(=O)N2CCCC2)cc1
  1 | 0 | 2.6 | -8 | -5 | 8 | 8 | 0 | -4
- O=C(NNC1=NS(=O)(=O)c2ccccc21)c1ccccc1Cl
  -5 | 4 | 7.0 | 7 | 2 | -12 | 8 | 13 | 10
- N=c1c(C(=O)NCc2ccc3c(c2)OCO3)cc2c(=O)n3ccccc3nc2n1CC1CCCO1 (stereo not drawn)
  -10 | 0 | -0.8 | -18 | -6 | 11 | -2 | 10 | -4
- O=[N+]([O-])c1ccc(-c2nn(-c3ccccc3)cc2/C=N/n2c(-c3ccncc3)n[nH]c2=S)cc1
  3 | 2 | 0.5 | -24 | 7 | 0 | 1 | -2 | 5
- COC(=O)c1nnn(-c2nonc2N)c1CSc1nc2ccccc2o1
  0 | 4 | -0.3 | 48 | -4 | 5 | 6 | 1 | -2
- CC(C)N(N=Nc1ccc([N+](=O)[O-])cc1)C(C)C
  -4 | 24 | -1.1 | -14 | 3 | -4 | 6 | 17 | -1
- COCCn1cnnc1SCC(=O)Nc1cc(C)on1
  -1 | 5 | -0.2 | -6 | -13 | 20 | 2 | 11 | 3
- C=CCn1c(SCC(=O)N2CCN(c3ccccc3)CC2)nnc1-c1ccco1
  0 | 17 | 1.6 | 6 | 3 | -5 | 1 | -30 | 5
- Cc1cc(C)c(S(=O)(=O)NCCc2cc3ccc(C)c(C)c3[nH]c2=O)c(C)c1
  -1 | -2 | -0.2 | -15 | -1 | 12 | -2 | -14 | 4
- COc1ccc2nc(NCCNC(=S)NCCCN3CCOCC3)c(C#N)cc2c1
  -6 | 17 | 9.6 | 4 | 2 | -3 | 8 | 6 | -3
- Cc1ccccc1-n1c(=S)[nH]c2nc3c(cc2c1=O)COC(C)(C)C3
  -1 | -2 | -4.0 | -19 | -10 | 14 | 3 | -2 | -4
- O=C(CCNC(=O)c1ccccc1Cl)Nc1cc(S(=O)(=O)N2CCOCC2)ccc1N1CCCC1
  2 | 22 | -3.6 | -1 | 0 | 1 | 6 | 8 | 3
- Cc1onc(-c2c(Cl)cccc2Cl)c1COC(=O)c1ccc(Cl)cc1[N+](=O)[O-]
  -2 | -2 | 13 | -12 | 0 | 1 | -1 | 12 | -17
- CCCC(=O)Nc1nc2nc(C)cc(=O)n2[nH]1
  3 | 4 | 1.3 | 2 | -6 | 13 | 5 | -1 | 0
- Cc1nn(Cc2ccc(Cl)cc2Cl)c(C)c1NC(=O)c1nn(C)cc1Cl
  9 | 14 | -0.2 | -19 | -3 | -5 | 10 | 7 | 4
- CCOC(=O)c1cccc(NC(=O)Nc2ccc(OCC)cc2)c1
  2 | -3 | 2.4 | 24 | -17 | 0 | 20 | 9 | -9
- Fc1ccc(OCc2nn[nH]n2)c(F)c1
  -1 | 10 | 0.1 | -6 | 0 | -1 | 0 | 1 | 0
- Cc1c(NC(=S)NC(=O)c2ccc(Cl)cc2)c(=O)n(-c2ccccc2)n1C
  -2 | 14 | -0.6 | -12 | -12 | 12 | 0 | -1 | -11
- COC(=O)c1cc(OC)c(OC)cc1NC(=O)c1c(-c2ccccc2)noc1C
  -2 | 7 | -1.3 | . | -5 | -1 | . | 68* | -4
- COc1ccccc1-c1cnc(C(O)c2ccc(Cl)c(F)c2)[nH]1 (stereo not drawn)
  2 | 20 | . | -16 | -7 | -3 | 7 | . | 0
- CC(=O)NCCC(=O)N1CCc2c([nH]c3ccccc23)C1c1cccc(C)c1 (stereo not drawn)
  2 | 11 | 1.1 | 0 | -2 | 8 | 14 | -28 | -2
- CCn1c(SCC(=O)N2CCOCC2)nc2ccccc21
  -4 | -3 | 0.2 | 5 | 17 | -10 | 6 | 13 | 8
- COc1ccc(-c2cc(C(F)(F)F)nc(SCC(=O)NCCN3CCOCC3)n2)cc1OC
  -4 | 9 | 1.0 | -8 | 7 | -6 | -1 | 0 | 0
- CCOC(=O)NC(=O)/C(C#N)=N/Nc1ccc(F)cc1
  1 | -6 | -0.3 | 18 | 9 | 5 | 9 | -7 | 22
- COc1ccc(-n2c(C)cc(C(=O)COC(=O)c3cc(OC)c(OC)cc3NC(=O)c3cccs3)c2C)cc1
  -3 | -7 | 3.4 | 15 | -5 | 0 | 5 | 3 | -8
- COc1ccc(-n2c(-c3ccco3)n[nH]c2=S)cc1
  -2 | -2 | 1.0 | -7 | -1 | 2 | 7 | -11 | 10
- Cc1ccc(C(=O)NCC(=O)NCC(c2cccs2)N(C)C)cc1C (stereo not drawn)
  0 | -12 | 0.5 | 3 | 8 | -3 | 0 | 13 | 4
- Cc1cccc(CCNCc2c(C(=O)O)c(C)n(-c3ccccc3)c2C)c1
  -4 | -11 | 0.3 | 6 | 1 | 5 | 58* | -4 | 3
- COc1ccc(-n2c(=O)[nH]cc(C(=O)Nc3ccc4c(c3)OCCO4)c2=O)cc1
  0 | -1 | 0.0 | -7 | -6 | -1 | 10 | -6 | -1
- Cc1ccc(/C=C/C(=O)c2ccc([N+](=O)[O-])o2)cc1
  . | . | -0.1 | 14 | . | . | 4 | -17 | .
- CC(C)C(=O)N1CCN(c2ccc(NC(=O)c3ccco3)cc2Cl)CC1
  3 | 9 | -0.6 | 21 | -4 | -8 | 13 | 0 | -5
- O=C(Nc1ccccc1)NC1CCCCCCC1
  2 | 5 | 0.1 | -3 | 0 | -1 | 1 | 4 | -2
- CSc1ccccc1C(=O)N(C)C(c1ccccc1)c1ccccc1
  -3 | 9 | 0.5 | 11 | -4 | 6 | -3 | 7 | -15
- O=C1c2ccccc2C(=O)N1N(c1ccccc1)c1ccccc1
  -13 | 11 | 1.2 | 8 | 1 | 8 | 1 | 29 | 1
- Cn1c(N)c(C(=O)CCl)c(=O)n(Cc2ccccc2)c1=O
  9 | 11 | 0.0 | 1 | 11 | -11 | 4 | -4 | 14
- Cc1cc(F)cc(-c2cc(C(=O)NCc3ccccc3)[nH]n2)c1
  1 | 3 | . | -14 | -6 | 14 | 2 | . | -3
- C[C@H]1CCC[C@@]2(O[C@@H](CCO)C[C@H](O)[C@H]2O)O1
  3 | 4 | -2.1 | 10 | -5 | 9 | 5 | 7 | 8
- COc1cccc(NC(=O)Nc2cc(C)ccc2F)c1
  -3 | -1 | -0.6 | 15 | -9 | 11 | 4 | 14 | -5
- CNc1nc(Oc2ccc3sc(C)nc3c2)c2sccc2n1
  1 | 2 | . | 20 | -6 | 3 | 2 | . | -6
- O=C(NCc1ccc2c(c1)OCO2)c1ccc(Br)o1
  -5 | -4 | -3.3 | -13 | -5 | 9 | 5 | 2 | 11
- COc1ccc(CC(=O)NNC(=O)c2nn(Cc3ccccc3)c(=O)c3ccccc23)cc1OC
  10 | 15 | -2.2 | -28 | 6 | -3 | 1 | 0 | 12
- COc1ccc(CCNC(=O)CS(=O)Cc2nc(-c3ccccc3Cl)oc2C)cc1OC (stereo not drawn)
  -4 | 0 | -0.6 | -33 | 0 | 14 | 6 | -9 | -2
- CCOC(=O)c1sc(NS(=O)(=O)c2cc(C)ccc2C)nc1C
  1 | 3 | 0.5 | 12 | 1 | 2 | -3 | 4 | 4
- O=C(c1cccc(S(=O)(=O)Nc2cccc(C(F)(F)F)c2)c1)N1CCCCC1
  1 | 11 | 2.5 | 5 | -2 | 0 | 2 | -13 | 8
- CC(=O)Nc1ccc2nc3c(=O)n(C)c(=O)n(C)c3nc2c1
  1 | 8 | 17 | -15 | 2 | 9 | 1 | -9 | -4
- Cc1ccc2c(CN3CCCCC3)cc(=O)oc2c1
  -4 | 14 | -0.5 | 1 | -2 | 2 | 3 | 0 | -3
- Cc1ccccc1NC(=O)C1Cc2ccccc2C(=O)O1 (stereo not drawn)
  -1 | 21 | -0.2 | -8 | 0 | -3 | 9 | -24 | 12
- CC1=C(C(=O)OC2CCCCC2)C(c2ccc(N(C)C)cc2)NC(=O)N1 (stereo not drawn)
  2 | 2 | -1.2 | -2 | 7 | -11 | 1 | 9 | 0
- C=CCc1cccc(/C=N/NC(=O)C[n+]2ccccc2)c1O
  -6 | 25 | -0.5 | -18 | -2 | 1 | 6 | 7 | 0

Single entries from above.
Cc1cc(F)cc(-c2cc(C(=O)NCc3ccccc3)[nH]n2)c1 | CHRM5 antagonist: 14
COc1cccc(NC(=O)Nc2cc(C)ccc2F)c1 | CHRM5 antagonist: 11
